# DT40 TDP1 CPT – qHTS for Inhibitors of human tyrosyl-DNA phosphodiesterase 1 (TDP1): qHTS in cells in presence of CPT; chicken DT40 Tdp1-/-;hTDP1 cells + 20 nM CPT, ATP luminescence, 48 h; Potency, µM (titrated, usually from 46.2 µM), without a hit: top-dose activity change, negative = growth inhibition, actives largely listed as inhibitors; hit rate 12% among 420,000; note: nearly all actives have a fitted effect of over 55% in size
#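 Cell growth measured by CellTiter-Glo luminescence after a minimum 48 h, 37 C compound exposure with 20 nM CPT in Tdp1-knockout DT40 cells stably expressing hTDP1, seeded 400/well; qHTS titration format.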
# FEN1 inhibitor – qHTS Assay for the Inhibitors of Human Flap endonuclease 1 (FEN1); P39748; Recombinant FEN1 flap cleavage, fluorescence, 15 min; Potency, µM (highest dose often 114 µM), for the others: top-dose activity change, negative = inhibition, actives largely listed as inhibitors; hit rate 0.35% among 390,000; note: nearly all actives have a fitted effect of over 65% in size
# Target sequence (P39748 whole entry, looked up): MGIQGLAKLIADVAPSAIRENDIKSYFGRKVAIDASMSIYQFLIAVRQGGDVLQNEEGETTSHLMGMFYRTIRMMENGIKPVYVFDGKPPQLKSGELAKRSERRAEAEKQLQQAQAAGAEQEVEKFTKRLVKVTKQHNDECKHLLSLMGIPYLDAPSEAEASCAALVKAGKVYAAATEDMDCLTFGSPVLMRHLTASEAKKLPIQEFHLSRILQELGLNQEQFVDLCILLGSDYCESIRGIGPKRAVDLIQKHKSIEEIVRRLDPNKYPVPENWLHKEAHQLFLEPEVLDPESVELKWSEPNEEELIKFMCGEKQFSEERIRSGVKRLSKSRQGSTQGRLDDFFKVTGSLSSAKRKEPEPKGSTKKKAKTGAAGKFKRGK
#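 Nuclease activity of 10 nM FEN1 was measured after 15 min of room-temperature exposure to titrated compounds, by adding 50 nM flap substrate and reading plates at 0 and 15 min.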
# * = called active by the depositor; u = inconclusive; x = no result given; [ ] = dose if it differs, or a comment. Calls come from the whole dose curve; as a rule, active = well fitted curve in the direction sought with a large enough effect; inconclusive = small, poorly fitted or top-dose-only effect, or another doubt; inactive = no such curve, though single readings can be large; an effect the other way counts as inactive or inconclusive. % is set by controls: 0 for no effect and ±100 for the full control effect; potency is the fitted concentration of half-maximal effect. These rows are one share of the data (hit frequency here may not be typical).
SMILES,DT40 TDP1 CPT,FEN1 inhibitor
O=S(=O)(NCCCNS(=O)(=O)c1c(F)cccc1F)c1ccc2c(c1)OCCO2,x,-15%
Cc1nn(-c2ccc(F)cc2)c(-n2cccc2)c1C(=O)N1CCCCC1C (stereo not given),x,-3%
CCN(CC)CCCNC(=O)CN1C(=O)COc2ccc(S(=O)(=O)N3CCC(C)CC3)cc21,x,-3%
O=S(=O)(c1ccc(F)cc1)N1CCN(c2nc(-c3ccccc3)nc3cc(Cl)ccc23)CC1,x,15%
CN(C)c1ccc(CNS(=O)(=O)c2ccc3[nH]c4c(c3c2)CCCCC4)cc1,x,-14%
Oc1ccccc1C1C=C(c2ccc3c(c2)OCO3)NC(c2c(F)cccc2Cl)N1 (stereo not given),x,-17%
CCc1ccc(NC(=O)c2sc3nc(C)c(Cl)c(C)c3c2NC(=O)c2ccccc2OC)cc1,x,14%
Cc1ccc(-c2c(C)n3c4c(=O)n(C)c(=O)n(C)c4nc3n2CCCO)cc1,x,-11%
CCCCCn1c(=N)c(S(=O)(=O)c2ccc(C)cc2)cc2c(=O)n3cc(C)ccc3nc21,x,4%
CC(C)(C)n1ncc2c(=O)n(Cc3ccc(Cl)c(C(F)(F)F)c3)cnc21,x,0%
CC(C)(C)n1ncc2c(=O)n(Cc3ccc(C#N)cc3)cnc21,x,-136%
N#Cc1nc(Nc2cc(F)cc(F)c2)c2ncn(CC(F)F)c2n1,x,-1%
Cc1nc(SCc2nc3c([N+](=O)[O-])cccc3[nH]2)c2oc3ccccc3c2n1,x,1%
Oc1cc(-c2ccncc2)cc2cccnc12,x,u
CCOC(=O)Cn1c(=O)n(CC2CCCO2)c2nc(-c3ccccc3Cl)nc(C(N)=O)c21 (stereo not given),x,-1%
Cc1ccc(N2CCN(C(=O)c3noc4c3COc3ccc(C)cc3-4)CC2)c(C)c1,x,19%
O=C1c2ccccc2C(=O)c2c(NCCc3ccc(O)cc3)ccc(NCCc3ccc(O)cc3)c21,x,u
O=C(COC(=O)CNC(=O)c1ccccc1Cl)Nc1cc(C(F)(F)F)ccc1Cl,x,4%
O=C(CCCCCN1CCN(c2ccccc2-c2ccccc2)CC1)NC1CCCc2ccccc21 (stereo not given),x,u
COc1ccc(-c2nc(C)c(CCNC(=O)C(=O)Nc3ccccc3OC)s2)cc1,x,-12%

# Whole records from above. Values in the order: DT40 TDP1 CPT | FEN1 inhibitor
# `Cc1ccc(-c2c(C)n3c4c(=O)n(C)c(=O)n(C)c4nc3n2CCCO)cc1` in the list: x | -11%
# `Cc1nc(SCc2nc3c([N+](=O)[O-])cccc3[nH]2)c2oc3ccccc3c2n1` in the list: x | 1%
# `CC(C)(C)n1ncc2c(=O)n(Cc3ccc(C#N)cc3)cnc21` in the list: x | -136%

# Some of these compounds in order of length of the SMILES, descending:
SMILES,DT40 TDP1 CPT,FEN1 inhibitor
CCOC(=O)Cn1c(=O)n(CC2CCCO2)c2nc(-c3ccccc3Cl)nc(C(N)=O)c21 (stereo not given),x,-1%
CC(C)(C)n1ncc2c(=O)n(Cc3ccc(Cl)c(C(F)(F)F)c3)cnc21,x,0%
Cc1nn(-c2ccc(F)cc2)c(-n2cccc2)c1C(=O)N1CCCCC1C (stereo not given),x,-3%

# The results go on:
SMILES,DT40 TDP1 CPT,FEN1 inhibitor
CCN(CC)C(=O)c1cnn(-c2ccc(F)cc2)c1-n1cccc1,x,-12%
Cc1nc(SCc2nc3ccc(C(=O)c4ccccc4)cc3[nH]2)c2oc3ccccc3c2n1,x,-19%
CN(C)S(=O)(=O)N(CC(=O)NCCSCc1ccc(Cl)cc1Cl)c1ccccc1,x,-1%
CCc1ccc(NC(=O)CN2C(=O)CCSc3ccccc32)cc1,x,2%
O=S(=O)(NCCCCCCNS(=O)(=O)c1c(F)cccc1F)c1ccc2c(c1)OCCO2,x,-3%
COc1ccc(S(=O)(=O)N(CC(=O)Nc2ccc(C)cc2)c2ccc(C)cc2)cc1OC,x,1%
CCOc1ccc(-c2oc3cc(Cl)ccc3c(=O)c2O)cc1OC,x,3%
COc1ccc(-c2nc(C)c(CCNS(=O)(=O)c3cc(Cl)ccc3Cl)s2)cc1,x,-29%
Cc1cccc(N2CCN(C(=O)CN3C(=O)COc4ccc(S(=O)(=O)N5CCCC5)cc43)CC2)c1C,x,-6%
Cc1cc(Nc2cccc(Br)c2)n2c(nc3ccccc32)c1C#N,x,-3%
Cc1ccc2oc(-c3ccc(C)c(NC(=O)c4ccc5c(c4)OCCO5)c3)nc2c1,x,0%
Cc1ccc(CCNC(=O)CCS(=O)(=O)c2cc3c(cc2Cl)NC(=O)CO3)cc1,x,3%
COc1ccc(S(=O)(=O)Nc2cccc3ccccc23)cc1,x,-3%
COc1ccc(-c2cc(C(F)(F)F)nc(SCCC(=O)Nc3ccc(NC(C)=O)cc3)n2)cc1,x,-15%
Cc1ccc(NC(=O)CN2C(=O)CCSc3ccccc32)c(C)c1,x,18%
CCC(C)[C@H](N)c1nnc(SCc2ccc(Cl)c(Cl)c2)o1 (stereo not given in full),x,2%
O=C(NCc1nc2ccccc2[nH]1)c1c(F)cccc1F,x,-8%
O=C(Nc1cc(-c2nc3cc(Cl)ccc3o2)ccc1Cl)c1cccs1,x,0%
O=S(=O)(c1ccc(Cl)cc1)N1CCN(c2nc(-c3ccc(Cl)cc3)nc3ccccc23)CC1,x,15%
COc1ccccc1Nc1nc(N)nc(N)c1S(=O)(=O)c1ccccc1,x,-4%
O=C1NC(=O)/C(=C/c2ccco2)N1,x,0%
O=C1CCCc2cc(S(=O)(=O)N3CCCC(C(=O)Nc4ccc(F)c(Cl)c4)C3)ccc2N1 (stereo not given),x,-12%
CCOC(=O)c1ccc2c(c1)N(C(CC)C(=O)Nc1ccccc1OC)C(=O)c1ccccc1S2 (stereo not given),x,-16%
CCOC(=O)c1ccc(NC(=O)c2c(N3CCCC3=O)c3cc(OC)ccc3n2C)cc1,x,-8%
COc1ccccc1CN1COc2ccc3c(C)cc(=O)oc3c2C1,x,17%
COc1ccc(OC)c(-c2nnc3n2N=C(c2ccc(OC(F)F)c(OCC4CC4)c2)CS3)c1,x,-5%
CCOC(=O)CC(NC(=O)Cn1nnc(-c2ccc(C(F)(F)F)cc2)n1)c1ccccc1Cl (stereo not given),x,-6%
COc1ccc(C2CC(=O)N(Cc3ccc(F)cc3)c3ccccc3S2)cc1 (stereo not given),x,-19%
O=C(Nc1cccc2cccnc12)c1ccccc1,x,-19%
Cc1nc(SCc2nc3ccccc3[nH]2)c2oc3cc(Br)ccc3c2n1,x,0%
Cc1cc(C)c(NC(=O)c2c(C)nn(-c3ccc(F)cc3)c2-n2cccc2)c(C)c1,x,-10%
Cc1cccc(C2N3CC4(C(C)C)CN2CC(C(C)C)(C3)C4=O)c1 (stereo not given),x,-4%
CCOC(=O)Cn1c(=O)n(-c2ccccc2OC)c2nc(-c3ccccc3F)nc(C(N)=O)c21,x,-9%
Cc1cccc(-c2nc3nc(C)cc(NCc4ccccc4Cl)n3n2)c1,x,-22%
NC(=O)c1cccc(-c2noc(-c3ccccc3F)n2)c1,x,-2%
COC(=O)N1CCCc2cc(S(=O)(=O)NCc3ccccc3)ccc21,x,-8%
CCCNC(=O)N1CCCN(S(=O)(=O)c2ccc3c(ccn3CC)c2)CC1,x,0%
O=c1c2ccccc2nc2sc(Nc3ccc(F)cc3)nn12,x,-4%
Cc1ccc(NC(=O)CN2C(=O)CC(c3ccco3)Sc3ccccc32)cc1Cl (stereo not given),x,0%
COc1ccc(S(=O)(=O)NCCc2sc(-c3cccnc3)nc2C)cc1,x,-9%
CCC(Sc1ncc(S(=O)(=O)c2ccc(Cl)cc2)c(=O)[nH]1)C(=O)Nc1ccc(OC)cc1 (stereo not given),x,-4%
COc1ccc(S(=O)(=O)N(CC(=O)Nc2ccc(F)c(Cl)c2)c2ccc(C)cc2)cc1OC,x,13%
COc1ccc(C2CC(=O)N(Cc3ccc(F)cc3)c3ccccc3S2)cc1OC (stereo not given),x,4%
Cc1ccc(CN2C(=O)C3(SCC(=O)N3c3ccc(C)c(C)c3)c3ccccc32)cc1 (stereo not given),x,1%
CC(C)(C)n1ncc2c(=O)n(Cc3c(Cl)ccc(Cl)c3Cl)cnc21,x,-5%
O=C(CN1C(=O)COc2ccc(S(=O)(=O)N3CCOCC3)cc21)N1CCN(c2ccccc2)CC1,x,-1%
CCOC(=O)c1cc(NC(=O)c2ccc(F)cc2)c(=O)n2c1oc1ccc(Cl)cc12,x,41%[activator]
CCc1cccc(NC(=O)c2c(N3CCCC3=O)c3cc(C)ccc3n2C)c1,x,-6%
O=C(CN1C(=O)COc2ccc(S(=O)(=O)N3CCCCCC3)cc21)N1CCN(c2ccccc2)CC1,x,-13%
Cc1cccc(Cn2c(COc3ccccc3)nc3ccccc32)c1,x,-20%
CCOC(=O)c1cc(NC(=O)c2ccc(F)cc2)c(=O)n2c1oc1ccccc12,x,16%
Cc1ccc(CNC(=O)c2ccc(-n3cnc4cccnc43)cc2)cc1,x,2%
COc1ccc(NC(=O)C2CCCN2S(=O)(=O)c2ccc3nc(-c4ccccc4)[nH]c3c2)cc1 (stereo not given),x,27%
COc1cc(CN2CCN(S(=O)(=O)c3ccc(NC(C)=O)cc3)CC2)cc(OC)c1OC,x,-23%
COc1ccc(-c2cc(C(F)(F)F)n3nc(C(=O)Nc4ccccc4SC)cc3n2)cc1OC,x,13%
COc1c(O)cccc1[C@@H](O)C1CCN(CCc2ccc(F)cc2)CC1,x,-3%
CC(=O)c1ccc(NC(=O)c2ccc3c(c2)N(Cc2cccc(Cl)c2)C(=O)c2ccccc2S3(=O)=O)cc1,x,12%
Cc1ccc2cccc(NC(=O)c3ccc(-c4cccc([N+](=O)[O-])c4)o3)c2n1,x,u
COc1ccc(Cl)c(Cn2cnc3c(cnn3C(C)(C)C)c2=O)c1,x,-2%
COc1ccccc1CNC(=O)CCNS(=O)(=O)c1ccc2c(c1)CCCC(=O)N2,x,4%

# The list continues:
SMILES,DT40 TDP1 CPT,FEN1 inhibitor
COC(=O)c1ccc(NC(=O)CN(C)S(=O)(=O)c2ccc3c(c2)CCCC(=O)N3)cc1,x,8%
Cc1ccc(S(=O)(=O)Cc2nc(-c3ccc(C(=O)NCc4ccccc4F)cc3)oc2C)cc1,x,-1%
O=C(Nc1ccc(F)c(Cl)c1)c1cc(C2CCCCN2C(=O)CCCc2ccccc2)on1 (stereo not given),u,x
C[C@H]1CN([C@@H](C)CO)C(=O)CCCn2nncc2CO[C@H]1CN(C)S(=O)(=O)c1ccc(Oc2ccccc2)cc1,18µM*,x
COCCCNC(=O)C[C@@H]1C[C@@]2(C(=O)OC)CC(C)(C)CC=C2N(Cc2ccccc2)C1=O,u,x
CC(=O)C1=CCC(c2ccc(C)o2)N(S(=O)(=O)c2ccc(C)cc2)C1 (stereo not given),16µM*,x
COc1cccc(-n2c(SCC(=O)NC3CC3)nc3ccccc3c2=O)c1,-26%,x
COc1ccc(CNC(=O)CCNC(=O)C2CCN(S(=O)(=O)c3ccc(OC)cc3)CC2)cc1,-17%,x
COc1ccc(-c2ccc(C(=O)NCc3ccc(F)c(F)c3)c3occc23)c(C)c1,u,x
CC1(C(=O)NS(=O)(=O)c2ccc(C#N)cc2)CCN1C(=O)CCc1ccc(Cl)cc1Cl (stereo not given),-21%,x
CC(C)=CCn1c2ccc(NC(=O)Nc3cccnc3)cc2c(=O)n1C,-30%,x
Cc1ncc2c(c1CNC(=O)/C=C/c1cccs1)CCN(C(=O)C1CC(=O)OC13CCCCC3)C2 (stereo not given),8%[9.04 µM],x
CN(C)CCNC(=O)c1cccc(-c2cccc3nncn23)c1,-20%,x
Cc1c(O)cc2c(c1C)O[C@](C)(CCC[C@H](C)CCC[C@H](C)CCCC(C)C)CC2,-20%,x
Cc1cccc(C)c1NC(=O)C1(C)CN(S(C)(=O)=O)CC(=O)N1CCCN1CCOCC1 (stereo not given),22%,x
Cc1ccc(S(=O)(=O)N2[C@@H](c3cccc(Cl)c3)C(C(=O)OC(C)(C)C)=CC[C@H]2c2ccc(C(C)C)cc2)cc1,u,x
CC1C(=O)N(Cc2cn(Cc3ccco3)nn2)CCS(=O)(=O)N1Cc1ccc(-c2ccc(F)cc2Cl)cc1 (stereo not given),u,x
CCCCc1cc2c(=O)c(C(=O)OC)c[nH]c2cc1OCc1ccccc1,-7%,x
CC1=C(C(=O)N2CCCCCC2)CC(CC(=O)NC2CCCC2)C(=O)N1Cc1ccccc1 (stereo not given),-29%,x
COc1ccc(S(=O)(=O)N2CCC(C(=O)N[C@@H](C)C(=O)N3CCCC3)CC2)cc1,-3%,x
COc1cccc(C(NC(C)=O)c2nc(/C=C/c3ccccc3)cs2)c1 (stereo not given),u,x
Cc1cccc(C)c1Cn1c(C)c(C(=O)NCc2ccc(C#N)cc2)sc1=O,u,x
O=C(NCC[C@H]1CC[C@@H](NC(=O)C2CCC2)[C@@H](CO)O1)c1cc(Cl)cc(Cl)c1,-25%,x
Cc1ccc(N(CC(=O)N2CCCCCC2)S(C)(=O)=O)c(C)c1,-9%,x

# Already shown: an excerpt of the list.
SMILES,DT40 TDP1 CPT,FEN1 inhibitor
Cc1cccc(C)c1Cn1c(C)c(C(=O)NCc2ccc(C#N)cc2)sc1=O,u,x
O=C(NCC[C@H]1CC[C@@H](NC(=O)C2CCC2)[C@@H](CO)O1)c1cc(Cl)cc(Cl)c1,-25%,x
Cc1ccc(N(CC(=O)N2CCCCCC2)S(C)(=O)=O)c(C)c1,-9%,x

# Screening data (PubChem BioAssay)
